Assay outcomes deposited in PubChem by several laboratories.
NadD inh: inhibitors of S. aureus NadD, primary screen, biochemical, colorimetric, uHTS; Nicotinate-nucleotide adenylyltransferase NadD (Staphylococcus aureus N315); purified NadD enzyme, colorimetric absorbance read-out; inhibition, % at 20 µM; 360,000 compounds, 0.78% hits; AID 602399, 2012; in the data active = inhibition above about 26%; also: some compounds past the cut are filed as inactive
SUMO1 PPI mod: modulators of SUMO1 protein-protein interactions, primary screen, biochemical, uHTS; Small ubiquitin-related modifier 1 (Homo sapiens), P63165; SUMO1 binding to a labelled peptide, TR-FRET, 1 h; inhibition, % at 20 µM; 360,000 compounds, 0.33% hits; in the data active = inhibition above about 37%
Target sequence (P63165 whole entry, looked up): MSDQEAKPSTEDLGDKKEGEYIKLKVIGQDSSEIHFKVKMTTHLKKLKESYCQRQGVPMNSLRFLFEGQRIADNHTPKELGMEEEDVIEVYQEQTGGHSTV
DNMT1 inh: human DNMT1 methyltransferase inhibitors, primary screen, biochemical, molecular beacon, fluorescence, HinP1I cleavage, uHTS. DNA (cytosine-5)-methyltransferase 1 (Homo sapiens), P26358. 360,000 compounds, 0.83% hits. inhibition (reported as % activation of signal), % at 10 µM; in the data active = inhibition above about 50%
CSN deneddyl inh: inhibitors of CSN-mediated cullin deneddylation, primary screen, biochemical, fluorescence polarization, uHTS. COP9 signalosome complex subunit 5 (Homo sapiens), Q92905. Purified CSN, SCF-Nedd8-OG deneddylation. inhibition, % at 12.5 µM. 360,000 compounds, 0.38% hits. AID 651999, 2013;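 active = pattern-corrected inhibition above about 35%, with an unprinted fluorescence ratio check between 0.5 and 1.5, limit read from the data, passing the limit was not always enough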;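 also: 0% = enzyme with substrate and 100% = substrate without enzyme; some results filed as inactive read as strong as hits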
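Schedule: reaction 90 min, room temperature / Assay system: HEK293T-derived human Csn5 enzyme / Input: Csn5 at 0.24 nM final / Measure: inhibition of Csn5 cleavage, % / Control set: substrate-only high control, full reaction low control / Technique: fluorescence polarization of the substrate / Buffer or medium: Tris/NaCl/DTT buffer, pH 7.5 / Reagent: SCFSkp2-Nedd8OG substrate at 10 nM final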
TbMetRS inhib: T. brucei MetRS inhibitors, primary screen, biochemical, luminescence. 360,000 compounds, 0.4% hits. inhibition, % at 11.9 µM. AID 624268, 2012. purified T. brucei MetRS, ATP depletion, Kinase-Glo luminescence. methionyl-tRNA synthetase (Trypanosoma brucei brucei);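 active = inhibition above a per-plate cutoff of the control wells' mean inhibition plus 3 SD, cut at about 5.5% in these data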;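 also: 0% = DMSO wells median and 100% = median of wells with control inhibitor compound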
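Dosing: 11.9 µM single point; system: parasite MetRS enzyme; technique: luminescence of leftover ATP; times: 15 min enzyme-compound preincubation, 2 h reaction, 10 min detection, 25 °C; replicates: each compound tested once; read-out basis: percent inhibition relative to median high and low control wells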
Scp1 inh: Scp-1 phosphatase inhibitors, primary screen, biochemical, colorimetric, uHTS; Carboxy-terminal domain RNA polymerase II polypeptide A small phosphatase 1 (Homo …; Recombinant Scp1, phosphopeptide, malachite green phosphate absorbance; inhibition, % at 20 µM; 340,000 compounds, 0.88% hits; AID 493091, 2011;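 active = inhibition above about 50% at 20 µM, limit read from the data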;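 also: plate controls were DMSO wells with enzyme for no effect and wells lacking enzyme for full effect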
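System: truncated SCP-1 phosphatase (76-261aa); medium: Tris acetate buffer pH 5.5 with MgCl2 and Tween-20; incubation: 45 min room-temperature reaction, 5 min colour, 30 min stabiliser; compound: single 20 µM dose, 1% DMSO; reagent: Phosphorylated 17-residue peptide substrate; read-out: % inhibition at 20 µM; technique: colorimetric free-phosphate detection, absorbance 630 nm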
LMPTP block: LMPTP phosphatase inhibitors, primary screen, biochemical, fluorescence intensity, uHTS; inhibition, % at 20 µM; recombinant LMPTP-A, OMFP fluorogenic substrate; Low molecular weight phosphotyrosine protein phosphatase (Homo sapiens), P24666; 360,000 compounds, 0.22% hits;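 active = compounds that cut the enzyme signal by at least half of the control window in the single-dose screen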;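 also: plate controls were DMSO wells with enzyme plus substrate for no effect and substrate without enzyme for full effect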
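Material: LMPTP-A; amount: 0.625 nM enzyme; doses: single 20 µM dose; times: reaction 50 min, room temperature, dark; technique: fluorescence intensity of OMFP turnover product; benchmarks: no-enzyme and uninhibited controls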
Rpn11 block: Rpn11 (PSMD14) deubiquitinase inhibitors, primary screen, biochemical, fluorescence polarization, uHTS; AID 588493, 2011; 26S proteasome non-ATPase regulatory subunit 14 (Homo sapiens), O00487; human 26S proteasome, Ub4-pepOG fluorescence polarization; 20S core pre-blocked with epoxomicin; 360,000 compounds, 0.59% hits; calls only at 20 µM;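 active = inhibition at 20 µM, scaled to each plate's controls, above about 33%, limit read from the data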
Target sequence (O00487 whole entry, looked up): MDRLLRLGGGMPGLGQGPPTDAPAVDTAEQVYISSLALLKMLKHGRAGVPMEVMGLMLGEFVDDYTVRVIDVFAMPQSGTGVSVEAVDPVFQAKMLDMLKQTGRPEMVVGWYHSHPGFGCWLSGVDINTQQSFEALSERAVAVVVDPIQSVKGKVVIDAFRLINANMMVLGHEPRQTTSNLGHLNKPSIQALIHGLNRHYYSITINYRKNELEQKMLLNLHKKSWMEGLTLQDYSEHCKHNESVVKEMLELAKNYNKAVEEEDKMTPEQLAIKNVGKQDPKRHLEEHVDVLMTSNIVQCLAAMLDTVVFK
MsrA inhibitor: bovine MsrA enzyme inhibitors, primary screen, biochemical, absorbance, HTS; Methionine sulfoxide reductase A (Bos taurus); purified bovine MsrA, absorbance read-out; inhibition, % at 15.5 µM; 360,000 compounds, 0.75% hits; in the data active = inhibition above about 4.5%;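 also: 0% = vehicle wells with enzyme and 100% = reference inhibitor wells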
STEP inh: STEP phosphatase inhibitors, primary screen, biochemical, fluorescence intensity, uHTS; Tyrosine-protein phosphatase non-receptor type 5 (Homo sapiens), P54829; recombinant STEP, OMFP fluorogenic substrate; inhibition, % at 20 µM; 360,000 compounds, 0.25% hits; AID 588621, 2011;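 active = inhibition at 20 µM, scaled per plate between control wells, above about 37%, limit read from the data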;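 also: 0% = DMSO with enzyme and substrate and 100% = substrate only without enzyme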
Target sequence (P54829 whole entry, looked up): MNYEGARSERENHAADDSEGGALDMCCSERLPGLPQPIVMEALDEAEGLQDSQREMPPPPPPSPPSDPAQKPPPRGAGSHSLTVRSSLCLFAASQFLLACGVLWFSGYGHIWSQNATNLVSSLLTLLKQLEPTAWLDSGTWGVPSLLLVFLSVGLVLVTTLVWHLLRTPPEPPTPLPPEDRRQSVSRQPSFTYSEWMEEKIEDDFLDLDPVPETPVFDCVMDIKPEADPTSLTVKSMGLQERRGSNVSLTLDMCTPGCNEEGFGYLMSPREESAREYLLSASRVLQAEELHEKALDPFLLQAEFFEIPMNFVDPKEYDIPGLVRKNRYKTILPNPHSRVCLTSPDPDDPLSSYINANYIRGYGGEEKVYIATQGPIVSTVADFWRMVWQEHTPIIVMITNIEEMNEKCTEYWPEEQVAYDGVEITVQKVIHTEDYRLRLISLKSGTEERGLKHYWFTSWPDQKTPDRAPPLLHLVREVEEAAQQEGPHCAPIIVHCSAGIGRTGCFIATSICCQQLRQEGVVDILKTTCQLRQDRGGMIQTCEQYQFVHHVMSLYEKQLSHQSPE
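Material: STEP (striatal-enriched tyrosine phosphatase) enzyme, cell-free | Medium: 50 mM Bis-Tris pH 6.0 with 2.5 mM DTT and 0.005% Tween 20 | Read-out: Percent inhibition scaled to no-enzyme and uninhibited-enzyme controls, plate-pattern corrected | Signal: Fluorescence read at 480 nm ex / 540 nm em | Times: 20 min reaction, room temperature, in the dark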
* = called active by the depositor; i = inactive; . = no result given.

compound,STEP inh,NadD inh,TbMetRS inhib,Rpn11 block,SUMO1 PPI mod,DNMT1 inh,Scp1 inh,MsrA inhibitor,LMPTP block,CSN deneddyl inh
C=CCc1ccccc1OCC(O)CN(CC)CC (centres undefined),-5,2,-0.5,i,-4,-8,-3,-0.4,1.6,10
CCSC1=N/C(=C\c2ccccc2)C(=O)N1c1ccc(OC)cc1,-2,-12,-0.4,i,-4,-2,-14,0.1,1.6,0
O=C(c1cccc(F)c1)N1CCCc2ccccc21,-2,-2,-0.5,i,3,2,-2,-0.9,0.5,-5
O=C(NN=Cc1cccc2ccccc12)C(=O)NN=Cc1cccc2ccccc12,2,16,-0.4,i,-2,19,-2,-0.9,2.1,4
O=C(NCc1ccc(Cl)cc1)C1CCC(CNc2c(N3CCCCC3)c(=O)c2=O)CC1 (centres undefined),-2,1,-0.3,i,2,1,-10,0.4,0.5,6
CCOC(=O)C1CCN(c2nnc(N3CCCC3=O)s2)CC1,-21,-3,0.4,i,2,-1,-3,-1.2,0.3,4
COCCNS(=O)(=O)c1cc(-c2nn(C)c(=O)c3ccccc23)ccc1C,2,-7,0.1,i,-1,2,-4,0.3,0.0,0
Cc1cc(C(=O)N2CCCC(C(=O)c3ccc(Cl)cc3C)C2)no1 (centres undefined),2,-4,-0.4,i,0,0,7,-0.7,0.2,0
Cc1ccc(NC(=O)c2ccc(-c3nn(C)c(=O)c4ccccc34)cc2)c(C)c1,3,14,-0.7,i,-2,2,-9,-0.2,-0.1,-1
CC(=O)Cc1nsc(NC(=O)c2cc(-c3cccc(C(F)(F)F)c3)oc2C)n1,0,3,-1.4,i,-4,6,6,0.2,4.0,11
CC(C)(C)OC(=O)NCC12C=CC(O1)C1C(=O)N(Cc3ccccc3)C(=O)C12 (centres undefined),-2,3,-0.5,i,1,3,-4,-1.0,-1.1,0
CC[C@H](C)C(=O)N[C@H]1CCCN1C(=O)/C=C/c1ccccc1,0,0,0.1,i,-1,1,-2,-0.2,0.9,-4
CCCCNC(=O)c1ccc2nc(CC)c(N(C)Cc3ccc(OC)cc3)n2c1,4,-5,0.2,i,-5,-4,.,1.4,1.4,2
O=C1CCC(=O)N1CC(=O)N1CCCc2ccccc21,-1,-5,-0.1,i,-2,2,4,1.0,-0.6,-3
C[C@@H]1NS(=O)(=O)[C@H]2C[C@@H]3C=C[C@]2(O3)[C@H]1OC(=O)Nc1ccc(C(F)(F)F)cc1[N+](=O)[O-],-2,-1,-0.3,i,-20,1,-8,1.3,-2.2,1
c1ccc(-c2ccc3c(c2)c2c4n3CCN=C4CCC2)cc1,1,17,-0.6,i,-13,-16,3,1.2,3.0,6
O=C(c1ccccc1)n1ccc(-c2cccs2)n1,0,-1,0.1,i,-1,3,-17,1.6,0.1,-2
O=c1[nH]c(CN2CCN(CCO)CC2)nc2ccccc12,-8,2,-0.3,i,-1,1,0,1.3,0.6,-5
CCNC(=O)C1CCCN1S(=O)(=O)c1ccc(OC)cc1 (centres undefined),4,-6,0.0,i,-3,1,-4,-0.6,-0.5,3
c1ccc(COc2ccc(-c3cc4nc(NCCCn5ccnc5)ccn4n3)cc2)cc1,3,24,0.8,i,-24,-28,.,-0.1,-4.1,2
O=C(COC(=O)c1ccco1)NNC(=O)c1ccc(Cl)cc1,2,-3,-0.1,i,-9,7,-2,1.0,-0.4,-3
CCC(c1nc2ccccc2[nH]1)n1c(-c2cnccn2)nc2ccccc21 (centres undefined),.,.,-0.1,.,-3,.,.,0.1,-0.4,-1
CCN1C(=Nc2ccc(Cl)cc2)SC/C1=C\C(=O)OC,3,-1,-0.4,i,-1,-1,-4,-0.4,1.3,2
O=C(c1ccccc1)N(c1ccccc1)c1nccc2ccccc12,-1,5,-0.4,i,-5,3,0,-0.5,-2.1,0
O=C(CSc1ccc2nnc(-c3ccc(F)cc3)n2n1)NCc1ccco1,-1,5,0.4,i,-1,3,20,-0.2,-0.8,1
O=C(Cn1ccc2ccccc2c1=O)NCCC(=O)Nc1cccnc1,4,-2,0.5,i,1,7,60*,0.1,0.0,1
CC1CCCN(c2ccc(C(=O)NCC3CCCO3)cn2)C1 (centres undefined),0,0,0.1,i,-4,5,-11,-0.1,-1.9,2
Cc1ccc(-n2c(O)c(C=Nc3ccccc3-c3n[nH]c(=S)[nH]c3=O)c3ccccc3c2=O)c(C)c1,3,32*,0.2,i,2,8,-8,1.4,3.3,1
CC(NS(=O)(=O)c1ccc(F)cc1)C(c1cccs1)N1CCN(C)CC1 (centres undefined),-5,-6,-0.7,i,-4,-1,0,0.3,-2.7,4
CCc1ccc(OCCSc2nc3ccccc3n2CCC(=O)O)cc1,-2,-3,-1.0,i,2,6,4,0.7,-1.2,1
C#CCNC(=O)C[C@@H]1C[C@@]2(C(=O)OCC)CCCC=C2N(Cc2ccccc2)C1=O,.,.,-0.6,.,3,.,.,-1.1,-1.0,-6
COC(=O)/N=C/c1c(NCc2ccccc2)nc2c(C)cccn2c1=O,1,5,0.2,i,-7,1,-4,0.4,-0.3,14
Cc1ccc(C)n1-c1ccsc1C(=O)CC#N,-6,2,-0.9,i,2,0,-6,0.6,-0.1,2
COc1ccccc1Cn1c(=S)[nH]c2cc(C(=O)NCCN3CCOCC3)ccc2c1=O,2,-2,-0.4,i,6,2,-1,-0.1,-1.9,-4
Cc1cccc(C(=O)N2CCN(c3ccccn3)CC2)c1,-4,6,-0.7,i,2,0,-10,-1.2,-0.9,-2
O=C(COc1cccc2cccnc12)N/N=C/c1ccccc1O,2,4,-0.7,i,25,26,-4,1.1,0.3,3
COc1ccc(C2OC(=O)CC2C(=O)N2CCN(c3cc(Cl)ccc3C)CC2)cc1OC (centres undefined),8,-8,-1.2,i,0,0,2,-1.1,-0.5,0
CCN1C(=O)[C@@H]2[C@@H]3CN(S(=O)(=O)c4ccc(C)cc4)[C@@H](c4ccccc4Cl)[C@@H]3C(=O)C[C@@H]2C1=O,0,-4,0.2,i,3,-7,.,0.2,-0.2,2
COc1ccc(OC)c(NC(=O)Nc2cccnc2)c1,-1,2,-0.3,i,5,0,-2,0.4,1.3,-1
Cc1ccc(CC2CC(=O)N(CCc3ccccc3)C2=O)cc1 (centres undefined),-1,-9,-0.2,i,-1,1,-6,0.2,-0.1,-4
Cc1ccccc1OCC1CNC(=O)O1 (centres undefined),3,-4,-0.4,i,3,4,-1,-0.5,-2.5,3
Cc1ccc2cc3c(NC(=O)C(C)C)nn(C)c3nc2c1,-1,-4,0.3,i,-14,2,-2,2.3,-1.3,-5
CCn1c(SCC(=O)NC2=NCCS2)nnc1C(C)NC(=O)c1ccccc1F (centres undefined),-3,-9,-0.8,i,0,2,1,-0.3,-1.0,0
CC1CC(C)CN(c2ncnc3c2cnn3C)C1 (centres undefined),-2,-4,-0.9,i,1,2,-7,-0.2,-0.2,-3
CC(C)(C)CC(=O)N1CCC(c2nc3c(nnn3Cc3c(F)cccc3Cl)c(=O)[nH]2)CC1,0,2,-0.8,i,2,5,0,-0.3,0.7,2
Cn1c(=O)c2c(nc(OC/C=C/c3ccccc3)n2C)n(C)c1=O,1,-5,-0.6,i,-1,0,4,-0.5,-2.1,5
O=S1(=O)NC2CCCCCN2c2ccc(F)cc21 (centres undefined),-4,7,-0.3,i,0,0,-2,0.9,0.1,3
CC(OC(=O)c1oc2ccccc2c1COc1ccccc1)C(=O)NC(N)=O (centres undefined),-1,-13,-0.5,i,3,-6,1,0.1,-0.3,10
Cc1cccc2cc(C#N)c(NCc3ccccc3)nc12,2,0,-0.6,i,-2,2,-6,0.4,0.9,3
COCCN(CCOC)Cc1cc(=O)oc2ccccc12,0,-4,0.0,i,4,5,.,-0.4,-0.6,-3

More records:
compound,STEP inh,NadD inh,TbMetRS inhib,Rpn11 block,SUMO1 PPI mod,DNMT1 inh,Scp1 inh,MsrA inhibitor,LMPTP block,CSN deneddyl inh
CCN(CC(=O)Nc1cc(Cl)ccc1C)C(=O)CSCc1c(C)noc1C,-1,3,-0.7,i,0,1,5,0.3,-0.3,1
COc1ccc(CCC(=O)Nc2ccc3c(c2)OCCO3)cc1,2,5,0.4,i,-1,-1,-6,0.2,0.2,2
CCOc1ccc(NC(=O)CNS(=O)(=O)c2c(C)cc(C)cc2C)cc1,7,-6,-0.4,i,2,0,-2,0.2,0.3,1
CCOC(=O)c1c(NC(=O)CC)sc(C(=O)N2CCCCC2)c1C,-3,-2,-1.3,i,1,1,0,-0.2,-2.5,1

An excerpt from above, showing only TbMetRS inhib and Rpn11 block:
smiles | TbMetRS inhib | Rpn11 block
CCN(CC(=O)Nc1cc(Cl)ccc1C)C(=O)CSCc1c(C)noc1C | -0.7 | i
CCOc1ccc(NC(=O)CNS(=O)(=O)c2c(C)cc(C)cc2C)cc1 | -0.4 | i
CCOC(=O)c1c(NC(=O)CC)sc(C(=O)N2CCCCC2)c1C | -1.3 | i
